# HTR5A inv ctr = HTR5A inverse agonism, opioid heterodimer counter-screen; P47898; HTR5A cell line, luminescence; inhibition, % at 9.3 µM; 340,000 compounds, 0.083% hits; AID 504634; in the data active = inhibition mostly above about 23%, no sharp cut-off; inactive = mostly below about 18%;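 note: 0% = cells with DMSO and 100% = no-cell wells with DMSO; some compounds called inactive have numbers as strong as hits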
# HTR5A ag ctr = counter-screen for OPRM1-OPRD1 agonists: human HTR5A agonism. activation, % at 9.3 µM. AID 504692. 340,000 compounds, 0.61% hits. HTR5A agonist assay, luminescence, cell-based. P47898; in the data active = activation mostly above about 9.5%, no sharp cut-off; inactive = mostly below about 7.6%;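 note: 0% = cells with vehicle only and 100% = reference agonist; strong numbers were not always called active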
# NSD2 HMT inh = blocks human histone methyltransferase NSD2. NSD2 peptide methylation, AlphaScreen, 120 min. inhibition, % at 12.5 µM. 310,000 compounds, 0.54% hits; in the data active = inhibition above about 50%
# CDK5 p35 inh = CDK5/p35 (human) kinase inhibition. Q00535+Q15078. Recombinant CDK5/p35, ADP-Glo luminescence, 60 min. inhibition, % at 10 µM. 330,000 compounds, 0.01% hits. AID 488839;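 active = highest replicate inhibition of at least 50% and at least 75% of replicates reaching 50%; inconclusive = only one of the two criteria met; inactive = both criteria failed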;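 note: plate controls were DMSO neutral control for no effect and GW8510 at 10 µM for full effect; many of its hits are not listed in these tables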
# Target sequence (Q00535 whole entry, looked up): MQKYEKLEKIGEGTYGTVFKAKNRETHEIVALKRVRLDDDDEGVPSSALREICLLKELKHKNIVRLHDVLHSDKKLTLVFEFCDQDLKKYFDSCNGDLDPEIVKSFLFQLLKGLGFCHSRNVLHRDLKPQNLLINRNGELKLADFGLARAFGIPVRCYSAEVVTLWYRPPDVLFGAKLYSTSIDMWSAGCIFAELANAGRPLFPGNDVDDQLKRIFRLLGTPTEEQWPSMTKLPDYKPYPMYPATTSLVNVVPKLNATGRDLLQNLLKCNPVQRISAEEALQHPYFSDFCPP
# Target sequence (Q15078 whole entry, looked up): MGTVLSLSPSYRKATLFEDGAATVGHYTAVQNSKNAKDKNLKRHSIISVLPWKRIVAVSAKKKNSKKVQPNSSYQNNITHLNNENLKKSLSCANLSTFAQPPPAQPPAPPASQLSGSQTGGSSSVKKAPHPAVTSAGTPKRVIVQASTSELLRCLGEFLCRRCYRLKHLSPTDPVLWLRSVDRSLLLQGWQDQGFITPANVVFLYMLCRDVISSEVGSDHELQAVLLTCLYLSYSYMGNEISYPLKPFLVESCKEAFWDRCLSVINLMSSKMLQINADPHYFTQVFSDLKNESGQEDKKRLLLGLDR
# dFosB activator = mouse delta FosB homodimer activation; purified delta FosB, TAMRA-CDK5 oligo fluorescence polarization; percent of positive-control signal above neutral wells; activation, % at 25 µM; 340,000 compounds, 0.99% hits;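 active = mean activation above about 17%, with every replicate also reaching it, limit read from the data, passing the limit was not always enough; inconclusive = only one of the two conditions met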;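 note: fluorescence polarization rise as delta FosB binds a TAMRA Cdk5 AP-1 oligo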
# Target sequence (P13346 whole entry, looked up): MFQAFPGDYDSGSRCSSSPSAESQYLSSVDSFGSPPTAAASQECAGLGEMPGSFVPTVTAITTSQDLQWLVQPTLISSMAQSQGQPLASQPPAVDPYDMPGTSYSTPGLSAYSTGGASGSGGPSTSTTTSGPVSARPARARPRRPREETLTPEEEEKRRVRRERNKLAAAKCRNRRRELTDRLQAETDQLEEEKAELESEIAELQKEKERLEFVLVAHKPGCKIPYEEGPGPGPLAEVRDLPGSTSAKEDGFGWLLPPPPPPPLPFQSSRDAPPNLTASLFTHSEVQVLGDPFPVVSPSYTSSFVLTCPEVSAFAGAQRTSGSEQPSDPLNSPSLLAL
# Wnt bcat act = activators of Wnt/beta-catenin signaling; Wnt/beta-catenin reporter cell assay, activator, plate reader; activation, % at 9.35 µM; 300,000 compounds, 1.2% hits; AID 743398; in the data active = activation above about 30%, passing the limit was not always enough; inconclusive = no clear call, values can overlap the other calls;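 note: 0% = neutral control wells and 100% = positive control wells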
# MITF act = increases MITF-driven TRPM1 promoter luciferase signal; SK-MEL-5 TRPM1-promoter luciferase, 24 h; % of positive control, neutral wells = 0; activation, % at 12.5 µM; 300,000 compounds, 0.75% hits; AID 588334;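 active = mean activation of at least 80% with every replicate also reaching 80%; inconclusive = mean reaches 80% but some replicate falls short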;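 note: 0% = neutral control wells and 100% = parthenolide positive control wells; values of inactives mirror those of a sister screen read the other way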
# V-ATPase pHluor = regulators of yeast V-ATPase proton transport; AID 504577; response, % at 10 µM; 350,000 compounds, 0.37% hits; S. cerevisiae, pHLuorin cytosolic pH fluorescence; in the data active = response mostly above about 7.3%, no sharp cut-off; inactive = mostly below about 5.4%; note: actives read high; inactives centre near 0; some compounds called inactive have numbers as strong as hits; reference of the scale not given here
# PvdQ acylase = blocks Pseudomonas aeruginosa PvdQ acylase activity. purified PvdQ acylase, fluorescence plate reader. inhibition, % at 10 µM. 340,000 compounds, 0.063% hits; in the data active = inhibition above about 30%, passing the limit was not always enough; inconclusive = no clear call, values can overlap the other calls;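 note: 0% = vehicle neutral wells and 100% = reference inhibitor wells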
# SR-BI DiI inh = blocks mouse SR-BI lipid uptake from DiI-HDL; ldlA[mSR-BI] CHO cells, DiI-HDL uptake fluorescence, 3 h; inhibition, % at 12.5 µM; 320,000 compounds, 0.96% hits; AID 488896;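 active = mean replicate inhibition of at least 70% and a set share of replicates each scoring 70 or more; inconclusive = meets just one of the two criteria; inactive = fails both criteria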;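 note: 0% = median of neutral control wells and 100% = median of positive control wells; values of inactives mirror those of a sister screen read the other way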
# * marks the source's active call; other numbers are inactive results; ? = inconclusive; . = no result given. An unsorted share of the library; about 5% have a hit in one of these screens.
# Sequence of screens: HTR5A inv ctr, HTR5A ag ctr, NSD2 HMT inh, CDK5 p35 inh, dFosB activator, Wnt bcat act, MITF act, V-ATPase pHluor, PvdQ acylase, SR-BI DiI inh
O=C(Nc1ccc(N2CCOCC2)cc1)c1cccc2ccccc12
 : 11, 6, 3, -0.2, 0, 1, 23, 1, -12, 25
COc1cccc(OC)c1C(=O)Nc1nc(COc2ccccc2)cs1
 : -6, 2, -1, -0.1, -25, 0, 10, -1, -11, 4
Cc1ccc(NS(=O)(=O)c2ccc(Cl)nc2)c(C)c1
 : -6, -1, -2, -0.7, 0, 3, -9, 0, 11, 0
CC(=O)Nc1ccc(NC(=O)C(C)OC(=O)C2CC(=O)N(CCc3ccccc3)C2)cc1 (centres undefined)
 : -10, 4, -6, -2.5, 5, 3, -2, 1, -6, -6
CC(=O)N(c1ccccc1)C(C(=O)c1ccccc1)c1ccccc1 (centres undefined)
 : 3, -1, -3, -0.7, -4, 0, -9, -4, -2, -1
CC1CCC(NC(=O)c2cccc(S(=O)(=O)N3CCN(c4ccc(F)cc4)CC3)c2)CC1 (centres undefined)
 : 6, -2, 1, -0.5, 12, 6, 6, 1, -14, 33
CC(=O)Nc1nc(-c2ccc3c(c2)CCO3)cs1
 : -14, 6, 0, -0.3, -11, -2, 39, 3, -13, 19
CCOc1ccc(C(=O)CSCC(=O)O)cc1
 : -5, 2, ., 0.0, 0, 2, 4, -1, 8, 7
CC1(C)Oc2ccc(C(=O)N3CCOCC3)cc2N(CC(=O)Nc2ccccc2)C1=O
 : -6, 0, -1, -1.3, -4, ., -6, 6, -16, 15
O=C(NN1C(=O)C2C3C=CC(O3)C2C1=O)c1cccc(O)c1 (centres undefined)
 : 3, -1, -1, 0.5, -6, -1, 3, 1, -6, -2
Cc1ccc(OCC(=O)NNC(=O)c2ccoc2C)c(Br)c1
 : -10, 3, -1, -1.3, 5, 4, 8, 1, -1, -9
COc1ccc(F)cc1C(=O)C1CCCN(C(=O)CCN2CCCCO2)C1 (centres undefined)
 : -2, 4, 5, -0.7, -3, 1, -2, -1, 2, .
CC1CCCCN1C(=S)NCc1ccco1 (centres undefined)
 : 12, -5, 4, 0.7, 0, -2, -6, 1, -4, -7
O=C(Nc1ccc(F)cc1)C1CC(=O)N(Cc2ccco2)C1 (centres undefined)
 : -16, 7, ., -4.7, 6, 0, 0, 1, -16, -41
N=c1c(C(=O)NCc2ccco2)cc2c(=O)n3ccccc3nc2n1CC1CCCO1 (centres undefined)
 : -9, 2, 3, -0.1, -10, 4, -1, -5, 1, 1

# Continued, overlapping the part above by two compounds.
# Sequence of screens: HTR5A inv ctr, HTR5A ag ctr, NSD2 HMT inh, CDK5 p35 inh, dFosB activator, Wnt bcat act, MITF act, V-ATPase pHluor, PvdQ acylase, SR-BI DiI inh
O=C(Nc1ccc(F)cc1)C1CC(=O)N(Cc2ccco2)C1 (centres undefined)
 : -16, 7, ., -4.7, 6, 0, 0, 1, -16, -41
N=c1c(C(=O)NCc2ccco2)cc2c(=O)n3ccccc3nc2n1CC1CCCO1 (centres undefined)
 : -9, 2, 3, -0.1, -10, 4, -1, -5, 1, 1
Cc1ccccc1NC(=O)C1(NC(=O)c2cccc(N3C(=O)CSC3c3ccccc3)c2)CCCCC1 (centres undefined)
 : 22, 2, -1, 2.7, -4, ., -6, -1, 5, 2
CC(=O)c1ccc(N(C(=O)CNC(=O)c2ccco2)C(C(=O)NC2CCCC2)c2ccc(C)o2)cc1 (centres undefined)
 : 13, -2, 2, 0.5, -8, -2, -2, 3, 2, 2
c1ccc2c(NC3CCCC3)nnc(NC3CCCC3)c2c1
 : 5, -1, ., -2.1, -6, ., -12, -4, -11, 16
COc1ccc(-c2cc(C#N)nc(N3CCN(c4ccccc4)CC3)n2)cc1
 : 27, -5, 0, 0.0, -3, ., 14, 4, -11, 67
O=S1(=O)C=C(SCc2ccc(F)cc2)Nc2ccccc21
 : 6, 3, -1, -0.8, -1, -1, -2, -4, -6, -20
COc1cccc(-c2noc(CCC(=O)NCC3CCCO3)n2)c1 (centres undefined)
 : -6, 2, -1, -0.2, 1, 0, -11, -1, 7, 0
O=C(Cn1nc(CNc2ccc(Cl)cc2)[n+]2c1CCCCC2)c1ccc(Br)cc1
 : 19, 2, 5, 0.8, 5, -2, -4, -3, 8, -25
CCCCCn1c(N(C)Cc2ccccc2)nc2c1c(=O)[nH]c(=O)n2C
 : -3, 1, ., -1.8, -2, -5, -5, -4, -17, 11
Cc1ccc(C(=O)CSc2nc3c([nH]2)c(=O)n(C)c(=O)n3C)cc1
 : -9, 3, 4, -3.6, 1, 27, -6, -2, 2, -17
Cc1ccc(S(=O)(=O)N2CCOCC2)cc1NC(=O)CNCc1cccnc1
 : -7, 2, -13, 2.2, -1, 2, 11, 0, -1, -42
CCOc1ccc(N/C=C/C(=O)c2ccc(OC)cc2)cc1
 : 16, -1, 1, 0.2, 5, 6, 44, -1, -4, 24
CSc1ncccc1C(=O)N1CCN(S(=O)(=O)c2cc(C)ccc2C)CC1
 : 15, 3, 0, 2.8, -8, 0, -7, 3, -17, 3
CC(=O)Oc1ccc(OC(C)=O)c2c1CC(C)=C(C)C2
 : 6, -2, -1, -1.1, 1, 2, -1, -1, -4, 9
NC(=O)COc1ccc2oc(-c3ccccc3)cc(=O)c2c1
 : -17, 6, -2, 1.3, -45, -5, 55, 1, 0, -22
CC(C)Oc1ccccc1OCCCOc1cccc2cccnc12
 : 8, -3, 1, -1.5, -6, -3, 4, -3, -14, 54

# (list continues)
# Sequence of screens: HTR5A inv ctr, HTR5A ag ctr, NSD2 HMT inh, CDK5 p35 inh, dFosB activator, Wnt bcat act, MITF act, V-ATPase pHluor, PvdQ acylase, SR-BI DiI inh
Clc1ccc(OCCCNCc2ccccc2)c2ccccc12
 : -39, 10*, ., 1.3, -34, -2, -5, -3, -6, 21
COc1ccccc1N1CCN(C(=O)CCNS(=O)(=O)c2cc(Br)cnc2N)CC1
 : 35, 4, 0, -1.7, -11, -1, -5, 6, 10, -3
S=c1nc(-c2cc(Cl)ccc2Cl)[nH][nH]1
 : 14, 1, 2, 2.3, 0, 0, 7, 1, -1, 44
COc1ccc(C(CNC(=O)CNC(=O)c2ccccc2)N2CCCC2)cc1 (centres undefined)
 : 13, -5, -2, 0.3, -6, 1, 3, -4, -2, -17
Cc1ccc(C(=O)OC(C)CN2C(C)CCCC2C)cc1 (centres undefined)
 : 13, -4, 4, -0.7, -5, 0, 16, 0, -7, 7
Cc1ccc(CNc2nc(C)nc3sc4c(c23)CCC4)cc1
 : 16, 7, -2, -0.3, -5, ., -22, 1, -3, 10
CC(C)(C)N(C(=O)Cn1nnc(-c2ccc(F)cc2)n1)C(C(=O)NC1CCCC1)c1ccncc1 (centres undefined)
 : -40, -3, 3, -3.1, -6, -3, ., -4, -16, 21
Cc1[nH]nc(C(F)(F)F)c1N=NN1CCOCC1
 : -12, 3, 0, -0.5, 5, -8, ., -1, -10, -18
CCOc1cccc2cc(C(C)=O)oc12
 : 12, -2, 0, -0.3, -10, 0, 4, -3, -11, -4
Cn1c(/C=C/c2ccccc2[N+](=O)[O-])nc2ccccc2c1=O
 : 7, -2, 7, 2.6, 1, -1, ., 0, 8, 12
CC(C)c1cc(C(=O)OCC(=O)N2CCN(C(=O)c3ccco3)CC2)c(O)c(C(C)C)c1
 : 5, -2, 1, -0.4, -14, -1, -43, 0, -2, 37
Cc1ccc(OCc2nnc(SCC(=O)N3C(C)CCCC3C)o2)cc1 (centres undefined)
 : -18, -7, -4, 1.3, -1, -4, -5, 0, -8, -10
O=C(O)C1C(=O)NCC1c1ccccc1 (centres undefined)
 : -2, 1, -3, 0.2, 4, -2, -4, -1, -7, -22
O=C(Nc1ccc2c(c1)OCO2)Nc1ccccc1F
 : -3, 1, 0, -1.7, 1, ?, 79, 2, -10, 6
Cc1cc(C)cc(N(CCC#N)C(=O)COC(=O)CN2C(=O)NC(C)(C)C2=O)c1
 : 5, -2, -2, 0.6, 6, 1, -5, -8, -9, -22

# Random excerpt: two entries already listed.
# Sequence of screens: HTR5A inv ctr, HTR5A ag ctr, NSD2 HMT inh, CDK5 p35 inh, dFosB activator, Wnt bcat act, MITF act, V-ATPase pHluor, PvdQ acylase, SR-BI DiI inh
O=C(Nc1ccc(N2CCOCC2)cc1)c1cccc2ccccc12
 : 11, 6, 3, -0.2, 0, 1, 23, 1, -12, 25
Cc1ccc(C(=O)OC(C)CN2C(C)CCCC2C)cc1 (centres undefined)
 : 13, -4, 4, -0.7, -5, 0, 16, 0, -7, 7

# Compounds shown so far with two or more sulfur atoms:
# Sequence of screens: HTR5A inv ctr, HTR5A ag ctr, NSD2 HMT inh, CDK5 p35 inh, dFosB activator, Wnt bcat act, MITF act, V-ATPase pHluor, PvdQ acylase, SR-BI DiI inh
O=S1(=O)C=C(SCc2ccc(F)cc2)Nc2ccccc21
 : 6, 3, -1, -0.8, -1, -1, -2, -4, -6, -20
CSc1ncccc1C(=O)N1CCN(S(=O)(=O)c2cc(C)ccc2C)CC1
 : 15, 3, 0, 2.8, -8, 0, -7, 3, -17, 3

# Next part
# Sequence of screens: HTR5A inv ctr, HTR5A ag ctr, NSD2 HMT inh, CDK5 p35 inh, dFosB activator, Wnt bcat act, MITF act, V-ATPase pHluor, PvdQ acylase, SR-BI DiI inh
Cc1ccc(C(=O)COC(=O)c2cccc(O)c2)s1
 : -2, 6, 0, 0.8, -12, 40*, 54, 0, -1, 1
Cc1ccc(CN2C(=O)C3CCCN3c3ncccc32)cc1 (centres undefined)
 : -2, 0, -3, 1.2, -8, -2, -8, 0, 1, 22
Cc1ccccc1NC(=O)/C(C#N)=C\c1cn(CC(=O)O)c2ccccc12
 : ., ., -1, 0.2, 1, 0, -3, -1, 10, 0
COC(=O)c1cn(NC(=O)c2ccc3c(c2)OCO3)c(=O)c2ccccc12
 : 6, 7, -1, -0.4, -1, -2, -5, -2, 11, 12
NC(=O)C1CCN(C2=C(NS(=O)(=O)c3ccccc3)C(=O)c3ccccc3C2=O)CC1
 : -3, 1, 17, 2.2, -6, 0, -28, 3, 17, .
COc1ccc(C(=O)Nc2nc(-c3ccc([N+](=O)[O-])cc3)c(-c3ccccc3)s2)cc1
 : -23, -1, -2, -1.8, 3, ., -2, -1, 9, 14
CC(C)(C)NC(=O)CSc1n[nH]c(=O)n1-c1ccccc1
 : -44, 1, -1, 0.3, 9, ., 3, -3, -7, 10
CCCCOc1ccc(CSc2nnc(C)n2N)cc1[N+](=O)[O-]
 : -14, 5, -1, -2.4, 1, -3, -9, -2, -17, 14
CC(=O)NC(CC(=O)Nc1cccc(S(=O)(=O)N2CCCC2)c1)c1ccccc1 (centres undefined)
 : -7, 4, -1, 0.4, -5, -3, 9, 1, -9, -9
Cc1nn(Cc2ccccc2Cl)c(C)c1NC(=O)Cn1nc([N+](=O)[O-])c(Cl)c1C
 : 3, 1, ., -4.2, 0, -2, 3, -5, -9, -1
Cc1ccc(C(=O)N2CCCC(C(=O)c3ccc(Cl)cc3C)C2)cn1 (centres undefined)
 : 7, 0, 3, 0.4, -6, -1, -11, 3, -13, -4
Cc1nn(C)c(C)c1NC(=O)c1cc2nc(-c3ccco3)cc(C(F)(F)F)n2n1
 : -3, 1, -7, 0.1, -4, 0, 10, 1, -17, 19
c1ccc(Cc2c[nH]c3ccccc23)cc1
 : -2, 3, 3, 1.5, 0, 1, ., -1, -14, 9

# Assay outcomes: PubChem BioAssay, several laboratories
